Screening data as filed in PubChem.
SARS 3CLpro inh – SARS-CoV 3CLpro protease inhibition; recombinant SARS-CoV 3CLpro, quenched FRET peptide cleavage; inhibition, % at 6 µM; 0.14% of 290,000 active; in the data active = inhibition above about 12%
BoNT-A LC inh2 – BoNT A light chain protease inhibition; inhibition, % at 10 µM; AID 588499; multiplex microsphere protease substrate cleavage, flow cytometry; 0.17% of 360,000 active; also: plate controls were buffer without enzyme for full effect and enzyme alone for no effect
SSB-PriA inh – K. pneumoniae PriA-SSBct interaction inhibition; AID 1272365; 0.6% of 430,000 active; AlphaScreen SSBct-PriA binding, biotinylated peptide; inhibition, % at 33 µM; in the data active = inhibition mostly above about 37%, no sharp cut-off; inactive = mostly below about 20%;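 also: plate controls were negative control peptide for no effect and reference peptide for full effect; strong numbers were not always called active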
CCHFV vOTU inh – CCHFV vOTU protease inhibition; Pep-AMC fluorescence; inhibition, % at 11.5 µM; 0.55% of 370,000 active; in the data active = inhibition above about 30%; also: 0% = vehicle wells with enzyme and 100% = no enzyme wells
BH1578 lux ind – inducers of Vibrio cholerae quorum light production without autoinducers; V. cholerae BH1578 lux reporter, luminescence, 6 h; activation, % at 18.7 µM; 0.16% of 350,000 active; in the data active = activation mostly above about 9.7%, no sharp cut-off; inconclusive = no clear call, values can overlap the other calls; inactive = mostly below about 3.7%; also: not every result past the cut was called active; inactives centre near 0; reference of the scale not given here
Y pestis TopoI – blocks Yersinia pestis topoisomerase I activity; Y. pestis Topo-I cleavage product accumulation, plate reader; activity, % at 10 µM; 0.064% of 360,000 active; AID 504884; in the data active = activity above about 50%, passing the limit was not always enough; inconclusive = no clear call, values can overlap the other calls; also: inactives centre near 2
TcdB GH inh – inhibitors of Clostridioides difficile toxin B glycohydrolase; AID 652162; inhibition, % at 9.99 µM; 0.24% of 350,000 active; TcdB glycohydrolase enzymatic assay, plate reader; in the data active = inhibition above about 10%
PfHsp40 rescue – rescue of PfHsp40-mediated yeast toxicity. AID 504582. S. cerevisiae expressing PfHsp40, growth rescue, ATP luminescence. 0.68% of 340,000 active. growth rescue, % at 12.5 µM; in the data active = growth rescue above about 28%, passing the limit was not always enough; inconclusive = no clear call, values can overlap the other calls;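 also: yeast W303a lacking pdr1 and pdr3 grown in galactose medium; growth measured after three days at 30 °C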
VHR inh abs – DUSP3 (human) phosphatase inhibition | inhibition, % at 13.3 µM | 0.52% of 290,000 active | recombinant VHR phosphatase, pNPP absorbance | P51452; in the data active = inhibition above about 50%; also: some compounds called inactive have numbers as strong as hits
Target sequence (P51452 whole entry, looked up): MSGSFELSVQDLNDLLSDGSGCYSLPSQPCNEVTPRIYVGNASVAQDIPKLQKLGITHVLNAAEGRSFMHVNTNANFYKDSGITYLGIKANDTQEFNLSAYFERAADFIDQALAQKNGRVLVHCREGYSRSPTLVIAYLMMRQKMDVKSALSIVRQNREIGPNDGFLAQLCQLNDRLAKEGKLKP
Anthrax LF inh2 – anthrax lethal factor protease inhibition; P15917; multiplex microsphere protease cleavage assay, LF; inhibition, % at 10 µM; 0.12% of 360,000 active; AID 588501; also: plate controls were buffer without enzyme for full effect and enzyme alone for no effect
Target sequence (P15917 whole entry, looked up): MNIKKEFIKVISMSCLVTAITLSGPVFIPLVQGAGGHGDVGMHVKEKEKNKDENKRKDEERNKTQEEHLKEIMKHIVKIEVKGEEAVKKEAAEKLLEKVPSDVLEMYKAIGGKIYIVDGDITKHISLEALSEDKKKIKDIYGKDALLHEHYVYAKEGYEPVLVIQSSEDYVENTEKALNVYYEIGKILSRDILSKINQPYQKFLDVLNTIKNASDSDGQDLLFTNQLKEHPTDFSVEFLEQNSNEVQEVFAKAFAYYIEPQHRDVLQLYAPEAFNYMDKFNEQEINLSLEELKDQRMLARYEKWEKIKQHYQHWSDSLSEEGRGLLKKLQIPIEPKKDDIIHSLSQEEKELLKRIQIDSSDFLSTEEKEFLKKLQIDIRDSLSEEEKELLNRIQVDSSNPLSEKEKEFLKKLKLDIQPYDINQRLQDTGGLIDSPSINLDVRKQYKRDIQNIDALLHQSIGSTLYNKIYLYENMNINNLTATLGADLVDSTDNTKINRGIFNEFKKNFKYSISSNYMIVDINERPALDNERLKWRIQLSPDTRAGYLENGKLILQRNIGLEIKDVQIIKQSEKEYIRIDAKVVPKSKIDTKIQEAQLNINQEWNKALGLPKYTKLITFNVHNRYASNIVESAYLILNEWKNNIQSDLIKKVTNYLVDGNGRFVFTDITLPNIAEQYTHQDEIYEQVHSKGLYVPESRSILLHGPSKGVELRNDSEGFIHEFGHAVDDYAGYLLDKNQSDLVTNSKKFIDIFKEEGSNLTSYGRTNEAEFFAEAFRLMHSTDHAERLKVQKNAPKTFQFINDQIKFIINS
* hit, by the source's call; i = inactive; ? = inconclusive; . = not tested or not shown; & = joins results of further samples. Rule as the data show it, unless noted: active = inhibition above about 30%; inconclusive = no clear call, values can overlap the other calls; inactive = below that. These rows are one share of the data (hit frequency here may not be typical).

SMILES	SARS 3CLpro inh	BoNT-A LC inh2	SSB-PriA inh	CCHFV vOTU inh	BH1578 lux ind	Y pestis TopoI	TcdB GH inh	PfHsp40 rescue	VHR inh abs	Anthrax LF inh2
CC(=O)NNC(=S)NC(=O)c1cccc([N+](=O)[O-])c1	-5	1.0	-10	9	-2.6	-2	.	-0.6	-7	-1
CCNC(=O)C(=O)NCc1ccncc1	1	-0.1	-11	-1	0.6	2	-0.5	-1.6	9	2
COc1ccc(CCN2CC(C(=O)OCC(=O)c3c(N)n(CC(C)C)c(=O)n(C)c3=O)CC2=O)cc1OC (configuration not stated)	.	0.6	.	-3	-1.2	15	1.3	.	.	0
N#CCSCC(=O)Nc1ccc(Br)cc1	-1	1.1	-6	-10	i	14	.	0.8	30	-3
CC1CCc2cccc3c(O)cc(=O)n1c23 (configuration not stated)	.	-0.6	-4	-6	-0.5	-2	0.9	0.4	.	-4
Cc1ccc(NC(=O)CCc2nnc3ccc(N4CCN(C)CC4)nn23)cc1F	-4	-1.7	-25	1	-0.2	5	-0.1	-1.9	2	-2
CC(=O)/C(N=Nc1ccc(OC(F)(F)F)cc1)=C(\C)O	-2	?	.	-3	i	-4	0.2	-0.6	8	-8
O=C(COC(=O)c1cc([N+](=O)[O-])ccc1NCCO)Nc1ccc2c(c1)OCO2	-3	2.7	3	20	-0.1	-1	0.2	0.5	12	1
Cc1ccc(OCC(=O)Nc2ccc(O)c(C(=O)O)c2)cc1C	-5	0.2	-25	-3	-0.4	6	-5.3	-0.1	-16	0
CCCCNC(=O)c1ccc(CNc2c(N3CCC(C(=O)OCC)CC3)c(=O)c2=O)cc1	-2	-0.3&-0.4	-11&-3	-9&11	-1.9&-0.2	-3&12	0.7&0.5	0.1&0.6	18	-4&0
CCN(CC)S(=O)(=O)c1ccc(O)c(C(=O)OCC(=O)N2CCCc3ccccc32)c1	.	-0.5	.	13	0.2	29	1.7	.	.	-2
Nc1ccc2cccc(O)c2c1	.	-0.3	8	23	-5.9	-35	0.7	-0.3	.	-3
Cc1cccc(OCC(O)CN2CCN(C3CCCCC3)CC2)c1 (configuration not stated)	-2	0.4	-10	4	-0.3	1	.	-1.2	4	0
CCOc1ccccc1NC(=O)C1CCN(C(=O)c2cccs2)CC1	3	-0.5	-5	-7	2.9	-1	0.8	-2.0	66	5
COc1ccc(C(C)C)cc1S(=O)(=O)Nc1ccncc1	3	-0.9	-8	-9	-0.3	-6	1.5	-0.6	12	-3
O=C(CN(C(=O)CSc1nc2ccccc2o1)c1ccccc1)NC1CCCCC1	1	0.2	-4	-1	i	4	.	-0.7	19	1
COc1ccc(N/C=C(\C(C)=O)c2ccc(OC)c(OC)c2)cc1OC	-1	-0.1	-9	4	i	8	0.1	0.1	18	-5
Cc1cc(C)c(NC(=O)CSc2nc3ncc(Br)cc3[nH]2)c(C)c1	2	-1.0	-9	-11	i	8	0.8	-0.7	2	-2
CCC(=O)N1CCN(c2cc(N3CCCC3)c(F)cc2[N+](=O)[O-])CC1	.	-0.2	-2	10	i	3	1.9	0.9	.	-2
COc1ccc(C2/C(=C(/O)c3ccc4c(c3)CC(C)O4)C(=O)C(=O)N2CCCN2CCOCC2)cc1OC (configuration not stated)	-2	1.7	.	0	i	2	0.0	5.2	29	1
CCOc1cccc(CN2CCCC(N3CCc4ccccc4C3)C2)c1O (configuration not stated)	-4	-0.6	7	-17	7.3	-6	-2.6	0.0	76	1
CC(C)N(C(=O)CSc1nc(Cc2ccccc2)nc2ccccc12)C(C)C	0	.	-19	12	-0.3	3	1.8	-0.3	-14	.
CSc1ncccc1C(=O)OCC(=O)N1CC(=O)Nc2ccccc21	.	-0.2	-6	-11	-2.6	6	-4.8	-0.2	.	5
COc1ccc(Cl)cc1NC(=O)CN(C)C(=O)CNC(=O)C12CC3CC(CC(C3)C1)C2	0	2.7	-1	1	12	14	.	0.0	-2	0
CC1(C)c2[nH]c3ccccc3c2C[C@@H]2C(=O)N(Cc3ccccc3)C(=O)N21	.	-1.1	23	0	-1.4	-3	2.3	6.4	.	-2
COc1ccc(-c2ccnc3nc(-n4cccc4)nn23)cc1	-2	-2.6	-8	-19	-0.6	11	.	0.1	-4	-2
CCOC(=O)C1CCCN(C(=O)c2ccccc2Oc2ccccc2)C1 (configuration not stated)	5	?	-13	0	-0.3	20	.	0.7	-11	?
CCCN(CC(=O)Nc1ccccc1OC)C(=O)c1ccc(S(=O)(=O)NCc2ccco2)cc1	.	-5.9	4	-3	-7.1	18	0.0	-0.8	.	-9
O=C(CCNS(=O)(=O)c1ccccc1C(F)(F)F)NCCCc1ccccc1	.	-0.3	2	3	0.8	8	-1.0	0.2	.	-2
O=C(O)c1cc(NS(=O)(=O)c2ccc3ccccc3c2)ccc1O	-1	-0.5	-12	-6	0.8	7	0.5	-0.7	.	-4
COc1ccc(-c2cn3cc(Br)cnc3n2)cc1	-2	-0.7	-1	-13	i	1	1.4	-0.7	12	-3
CC(C)C[C@@H](CN1CCC[C@H]1CN1C(=O)C(=O)NC[C@@H]1Cc1ccc(O)cc1)N1C[C@H](Cc2ccccc2)N(CCc2ccccc2)C(=O)C1=O	.	-0.5	.	15	.	.	-0.5	.	.	-4
Cc1cc(N2CCOCC2)nc2ccccc12	-1	-0.3	-9	-3	.	6	-0.4	0.1	9	7
CC(Oc1ccc(F)cc1)C(=O)N(CCC1=CCCCC1)c1c(N)n(Cc2ccccc2)c(=O)[nH]c1=O (configuration not stated)	.	-0.3	-5	0	-17	0	1.0	-1.1	.	-5
O=C(COc1ccccc1)N1CCN(C(=O)COc2ccccc2)CC1	2	1.0	-13	.	-0.2	3	-1.2	-0.6	31	0
CC1(C(=O)Nc2cccc3cccnc23)CCN1Cc1csc2ccccc12 (configuration not stated)	.	0.0	.	10	i	2	-0.4	.	.	-7
Cc1ccc(CNC(=O)c2cc3c(=O)n4ccccc4nc3n(Cc3ccco3)c2=N)cc1	.	9.4	-2	-9	i	8	1.6	10	36	7
CCN(CC)S(=O)(=O)c1ccc(N2CCN(C)CC2)c(NC(=O)CN2C(=O)NC3(CCCCC3)C2=O)c1	.	0.6	-10	4	i	-6	1.7	0.3	.	-4
O=C(NCc1ccc(F)cc1)c1ccncc1	-5	-2.2	4	-14	-2.0	2	0.1	-0.8	9	-4
O=C(O)c1ccc(CNCc2ccc(F)cc2)cc1	2	-1.5	-7	-12	-0.3	7	2.5	-0.2	18	1
CC1CCCC(C)N1S(=O)(=O)c1ccc(NC(=O)CCn2cnc3ccccc3c2=O)cc1 (configuration not stated)	0	-0.7	-13	-8	-2.9	35	.	-0.1	35	-2
CC(C)(C)n1nc2c(c1NC(=O)c1ccc(S(=O)(=O)N3CCCC3)cc1)CSC2	-1	0.6	-10	-1	-5.9	-8	1.1	0.3	11	-2
O=C(COC(=O)c1cccnc1Cl)Nc1ccc(N2CCOCC2)cc1	.	-0.3	.	-4	-0.6	2	1.6	.	.	-2
CCOc1ccc(NC(=O)Cc2cccc3ccccc23)c([N+](=O)[O-])c1	2	-0.4	4	10	-0.3	31	-2.1	5.0	-12	-2
Cc1ccc(S(=O)(=O)N2CCNC(=O)CC2)cc1	-2	-0.2	-7	-1	-2.9	1	-0.5	-0.7	31	2
C=CCOC(=O)C1=C[C@H](c2ccc3c(c2)OCO3)C[C@H](OCCCCO)O1	.	-0.5	-1	2	i	28	.	-1.5	.	2
O=C(c1cc2cc(Cl)ccc2[nH]1)N1CCC2(CC1)OCCO2	2	0.9	-16	9	1.0	-4	1.0	-0.2	17	0
COc1cc(CC(=O)OCC(=O)N2CC(C)CC(C)C2)cc(OC)c1OC (configuration not stated)	-6	1.2	-3	-15	i	-1	0.1	0.6	48	1
Cc1ccc2c(c1)nnn2C1CCN(S(=O)(=O)c2ccc(C(=O)O)cc2)CC1	-1	-0.5	-6	-14	i	14	-0.4	0.1	15	-2
O=C(CNC(=O)c1ccc(Cl)cc1)OCC(=O)c1ccc2c(c1)OCCO2	4	0.6	2	6	-0.2	14	0.7	2.5	6	0
CC1(C)Cc2c(sc3nc(N/N=C/c4ccccc4)[nH]c(=O)c23)CO1	5	-0.9	.	-4	-0.4	2	1.6	-0.5	-4	-3
CC1(C(=O)O)CCCN1C(=O)c1cccc(C(F)(F)F)c1 (configuration not stated)	.	-0.8	.	2	-0.4	0	1.2	.	.	-6
Cc1ccc(N=C2CCCN2Cc2ccccc2)c(C#N)c1	2	-1.2	-29	-8	i	13	1.6	0.2	14	-4
CN1CCN(C2=C(Cl)C(=O)N(C3CCCCC3)C2=O)CC1	0	11	-4	7	-0.3	-1	.	-0.1	1	15
COc1ccc2c(-c3ccccc3)cc(=O)[nH]c2c1	1	0.9	-9	9	-3.8	-2	1.6	0.6	15	-3
O=C(CNS(=O)(=O)c1ccc(Br)s1)NC1CCCc2ccccc21 (configuration not stated)	1	0.5	-3	2	-0.3	0	-4.1	0.4	-14	0
CC1(c2ccc(OC(F)F)cc2)NC(=O)N(CC(=O)Nc2cccnc2Cl)C1=O (configuration not stated)	.	1.9	-11	7	i	-6	0.0	0.0	.	1
COc1ccc(N(CCC(=O)O)S(=O)(=O)c2ccc(C)cc2C)cc1	-2	-0.4	-9	5	-0.4	-8	-3.8	-0.4	20	-4
COc1cc(OC)cc(-c2cc(N3C(=O)Nc4ccccc4N3O)n[nH]2)c1	-3	1.0	-8	6	-0.6	-1	.	-1.5	-5	6
CN(Cc1ccc(Cl)cc1)C(=O)c1ccccc1SCC(=O)N1CCCC1	.	-3.6	-4	3	i	-1	1.5	-1.3	.	-5
Cc1noc(C)c1NC(=O)N(C)C[C@H]1Oc2ccc(NC(=O)C3CCCCC3)cc2C(=O)N([C@H](C)CO)C[C@@H]1C	.	0.1	2	-6	i	0	0.8&0.9	-0.3	.	-7
COC(=O)CSc1ccc(-c2nc3ccc(C)cc3[nH]2)cn1	7	-0.5	-10	-17	1.4	0	.	0.2	-17	-1

Given with two lines to a compound: part of the list above
Screens in order – SARS 3CLpro inh | BoNT-A LC inh2 | SSB-PriA inh | CCHFV vOTU inh | BH1578 lux ind | Y pestis TopoI | TcdB GH inh | PfHsp40 rescue | VHR inh abs | Anthrax LF inh2
- Cc1ccc2c(c1)nnn2C1CCN(S(=O)(=O)c2ccc(C(=O)O)cc2)CC1
 : -1 | -0.5 | -6 | -14 | i | 14 | -0.4 | 0.1 | 15 | -2
- O=C(CNC(=O)c1ccc(Cl)cc1)OCC(=O)c1ccc2c(c1)OCCO2
 : 4 | 0.6 | 2 | 6 | -0.2 | 14 | 0.7 | 2.5 | 6 | 0
- CC1(C)Cc2c(sc3nc(N/N=C/c4ccccc4)[nH]c(=O)c23)CO1
 : 5 | -0.9 | . | -4 | -0.4 | 2 | 1.6 | -0.5 | -4 | -3
- CC1(C(=O)O)CCCN1C(=O)c1cccc(C(F)(F)F)c1 (configuration not stated)
 : . | -0.8 | . | 2 | -0.4 | 0 | 1.2 | . | . | -6
- Cc1ccc(N=C2CCCN2Cc2ccccc2)c(C#N)c1
 : 2 | -1.2 | -29 | -8 | i | 13 | 1.6 | 0.2 | 14 | -4
- CN1CCN(C2=C(Cl)C(=O)N(C3CCCCC3)C2=O)CC1
 : 0 | 11 | -4 | 7 | -0.3 | -1 | . | -0.1 | 1 | 15
- COc1ccc2c(-c3ccccc3)cc(=O)[nH]c2c1
 : 1 | 0.9 | -9 | 9 | -3.8 | -2 | 1.6 | 0.6 | 15 | -3
